# Compound activity (PubChem BioAssay)
# SDO1 yeast rescue – growth rescue of sdo1-depleted yeast, primary screen, S. cerevisiae, bone marrow failure model; S. cerevisiae sdo1-depleted JHY4D growth rescue, OD600 30 h; active compounds read high; pdr5 snq2 efflux-pump mutant strain; z-score at 10 µM; 0.21% of 140,000 active;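 active means z-score above 3 at both the 24 hr and the 30 hr optical density reads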;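 further: z-score against mean and SD of all compound wells on the same plate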
# INS promoter inh – inhibitors of insulin promoter-driven GFP, primary screen, imaging, TRM-6 cells (human fetal islet line), eGFP reporter, cell count | 0.9% of 130,000 active | inhibition, % at 2 µM | reporter expression induced with tamoxifen;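 active means inhibition above the mean plus 3 SD, with well images judged a real hit on visual review, cut at about 60% in these data, passing the limit was not always enough; inconclusive means inhibition over the cutoff but images rejected on review; inactive means inhibition not above the cutoff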
# SDO1 yeast rescue Rescue 24 h – also measured in SDO1 yeast rescue; calls as there; z-score; S. cerevisiae sdo1-depleted JHY4D growth rescue, OD600; measured here: growth rescue at 24 h;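 0 is the plate mean of compound wells and units are plate SD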
# Numbers without * were called inactive; ? = inconclusive; nt = no result given; & = joins results of further samples. Some of the compounds tested; count on the stated rates, not on these rows.
# Each structure is followed by: SDO1 yeast rescue | SDO1 yeast rescue Rescue 24 h | INS promoter inh
- O=C(NCC1CCCO1)c1ccc2c(=O)n(CCc3ccccc3)c(=O)[nH]c2c1 (stereo not given)
    0.78 | 1.6 | nt
- O=S1(=O)CCC(NS(=O)(=O)c2cccc3cccnc23)C1 (stereo not given)
    0.81 | 0.99 | -8
- COc1ccc(/C(N)=N/OC(=O)Cc2ccccc2[N+](=O)[O-])cc1
    -1.7 | -1.5 | 57
- O=C(Oc1ccc2c3c(c(=O)oc2c1)CCC3)c1ccco1
    1.7 | 1.8 | 36
- Cc1cc(C(F)F)n2ncc(C(=O)O)c2n1
    0.16 | -0.23 | -11
- Cc1ccc(/C(N)=N/OC(=O)c2ccco2)cc1
    -1.8 | -1.1 | 25
- O=C(NCCOC(=O)c1ccc([N+](=O)[O-])cc1)c1cccnc1
    nt | nt | 0
- CCCCNC(=S)Nc1ccc(C(F)(F)F)cc1
    nt | nt | -82
- COc1ccc(-c2cc(=O)c3c(OC)c(OC)c(OC)c(OC)c3o2)cc1OC
    -0.07 | -0.41 | -43
- CC(=O)c1nnn(-c2nc(N)nc(N(c3ccccc3)c3ccccc3)n2)c1C
    -0.07 | 0.68 | 0
- CSCc1ccc(C(=O)Nc2cccc(C)c2C)cc1
    0.82 | 1.5 | -3
- O=C(Nc1nc2c(s1)CCCC2)c1cccs1
    -1.2 | -0.7 | 36
- Cc1nc(SCC(N)=O)[nH]c(=O)c1CCC(C)C
    0.21&-1.1 | -0.22&-0.75 | -7
- Cc1ccc(S(=O)(=O)N(CCO)Cc2cc3ccc(C)c(C)c3[nH]c2=O)cc1
    0.19 | -0.4 | nt
- O=C(COc1cccnc1[N+](=O)[O-])Nc1cccc(S(=O)(=O)N2CCCCC2)c1
    -0.2 | -0.76 | nt
- COc1ccc(Oc2coc3cc(OC(=O)c4cccs4)ccc3c2=O)cc1
    -0.33 | 0.56 | -14
- COC(=O)c1c(C)[nH]c(C)c1-c1ccccc1Cl
    1.6 | 1.7 | nt
- CCCCc1ccc(Nc2nc(CCC)cc(=O)[nH]2)cc1
    -2.6 | -2.1 | 4
- COc1cc2c(cc1OC)C(C(=O)O)C(c1cc(Br)c(O)c(OC)c1)N(C)C2=O (stereo not given)
    0.82 | 0.91 | nt
- COc1ccc(-c2nc(CSCC(=O)N3CCN(c4cccc(C)c4)C(C)C3)c(C)o2)cc1OC (stereo not given)
    -0.56 | -0.65 | nt
- COCCNCC1C(Oc2ccc(Cl)cc2)C(=O)N1c1ccccc1C (stereo not given)
    nt | nt | -67
- CCCCCCCCCCCC(=O)N/N=C/c1ccco1
    -0.31 | 0.41 | 15
- CCc1ccc(C2C3=C(CC(C)(C)CC3=O)Nc3c2c(=O)[nH]c2nc(C)nn32)cc1 (stereo not given)
    0.92 | 0.96 | nt
- CCc1c(C)c2ccc(OCC(N)=O)cc2oc1=O
    -0.31 | -1.1 | 0
- COc1ccc(OC)c(NS(=O)(=O)c2ccc(SC)cc2)c1
    -1.1 | -0.6 | 59
- CC(C)(C)n1nnnc1CN1C2CCC1CC(NC(=O)Nc1ccccc1)C2 (stereo not given)
    -0.72 | -0.83 | nt
- O=c1oc2ccccc2c(Nc2ccc(O)cc2)c1[N+](=O)[O-]
    1.1 | 0.12 | -47
- N#Cc1ccc(NC(=O)COC(=O)CCc2ccc(S(=O)(=O)N3CCCCC3)cc2)cc1
    1.4 | 1.3 | 3
- CCOC(=O)c1[nH]c(=O)[nH]c1CSc1nc(C)cc(C)n1
    0.14 | -1.3 | -31
- CCOc1cc(/C=N/NC(N)=O)ccc1OC(=O)c1ccc(C)cc1
    -1.1 | -0.84 | 11
- Cc1ccc(S(=O)(=O)N/N=C\c2ccc(Cl)c([N+](=O)[O-])c2)cc1
    -1.1 | -0.76 | 38
- Cc1cccc(C(=O)Nc2ccc(CC(=O)O)cc2)c1
    1.5 | 1.6 | -226
- O=C(NC(C(=O)N/N=C/c1c2ccccc2cc2ccccc12)c1n[nH]c(=O)c2ccccc12)c1ccccc1 (stereo not given)
    0.44 | 0.7 | -27
- O=C1CC(c2ccco2)CC(O)=C1C=Nc1cc(Cl)ccc1Cl (stereo not given)
    0.53 | -0.29 | 57
- Cc1ccc(C(=O)Nc2ncnc3sc4c(c23)CCCCC4)cc1
    -1.4 | -1.3 | 18
- CC(C)Oc1ccc(C(CC(=O)NCc2ccco2)c2ccccc2)cc1 (stereo not given)
    -1.1 | -1.2 | 29
- CC(=O)c1cccc(N(C(=O)c2ccco2)C(C(=O)NC2CCCC2)c2ccncc2)c1 (stereo not given)
    0.92 | 0.8 | nt
- O=C(Nc1ccc(S(=O)(=O)Nc2nccs2)cc1)c1cc(-c2ccccc2)nc2ccccc12
    0.4 | -0.76 | nt
- COC(=O)c1cc(Sc2cccc(Cl)c2Cl)ccn1
    nt | nt | 0
- CCC1(C)Cc2nc3[nH]c(=S)n(-c4ccccc4)c(=O)c3cc2CO1 (stereo not given)
    0.6 | 0.85 | 26
- COc1ccc(C(=O)CN2CCN(S(=O)(=O)c3cccc([N+](=O)[O-])c3)CC2)cc1OC
    0.42 | 0.28 | 11
- CCC(=O)c1ccc(OCC(O)Cn2cnc3ccccc32)cc1 (stereo not given)
    0.18 | -0.35 | nt
- COC(=O)c1ccccc1NC(NC(=O)c1ccco1)C(=O)c1ccc(C)cc1 (stereo not given)
    -0.37 | -0.22 | nt
- CC(=O)NC(C)c1nc2ccccc2n1C(C)C (stereo not given)
    0.1 | -0.1 | nt
- CCOC(=O)C1=C(O)c2ccccc2C(=O)/C1=C\c1ccc(CC)cc1
    -2 | -1.4 | -33

# Entries of single compounds as entered above.
# `COc1ccc(C(=O)CN2CCN(S(=O)(=O)c3cccc([N+](=O)[O-])c3)CC2)cc1OC` as listed: SDO1 yeast rescue = 0.42; SDO1 yeast rescue Rescue 24 h = 0.28; INS promoter inh = 11
# `CC(=O)c1cccc(N(C(=O)c2ccco2)C(C(=O)NC2CCCC2)c2ccncc2)c1` (stereo not given) as listed: SDO1 yeast rescue = 0.92; SDO1 yeast rescue Rescue 24 h = 0.8; INS promoter inh = nt

# (next part)
# Each structure is followed by: SDO1 yeast rescue | SDO1 yeast rescue Rescue 24 h | INS promoter inh
- CCOc1ccc(NC(=O)c2ccc3nccnc3c2)cc1
    1.1 | 1.6 | nt
- C/C(Cn1nc([N+](=O)[O-])cc1C)=N\NC(=O)c1ccc(C(C)(C)C)cc1
    -0.55 | -1.4 | ?
- CCOc1cc(/C=N/NC(=O)C(=O)NC2CC2)cc(Br)c1O
    0.35 | 1.2 | -61
- O=C1CC(NCCC2=CCCCC2)C(=O)N1c1cccc(Cl)c1Cl (stereo not given)
    0.05 | -0.01 | nt
- O=C1OC2(CCCCC2)OC(=O)C1=CNc1nccs1
    -0.48 | -0.78 | 12
- CN(C)NC(=S)Nc1ccc(Cl)cc1
    -0.06 | 0.17 | -57
- Cc1cccc2cc(CN(Cc3nnnn3C3CCCCC3)C3CCCC3)c3nnnn3c12
    -2.5 | -1.5 | -38
- CCS(=O)(=O)N1Cc2ccccc2CC1C(=O)NCC12CC3CC(CC(C3)C1)C2 (stereo not given)
    -1.8 | -1.5 | -8
- CCN(CC)CCN1C(=O)C(=O)/C(=C(/O)c2c(C)[nH]c(C(=O)OC)c2C)C1c1cccc(OC)c1 (stereo not given)
    0.04 | -0.2 | nt
- CCCCNC(=O)Nc1nc2ccc(CC)cc2s1
    nt | nt | 21
- COc1ccc(NC(=O)c2ccc(=O)[nH]c2)cc1S(=O)(=O)N1CCCCC1
    -0.34 | -0.35 | 4
- O=C(CN1CCN(Cc2ccc3c(c2)OCO3)CC1)Nc1ccc2c(c1)OCCO2
    0.38 | 0.17 | -22
- COc1ccc(/C=C2\C(=O)OCc3cc(OC)c(OC)cc32)cc1OC
    -0.27 | -0.85 | nt
- Cc1nnc(SCC(=O)c2ccc(Br)cc2)s1
    nt | nt | 79*
- COC(=O)C1=C(C(=O)OC)C2(OC1c1ccccc1C)C(=O)c1ccccc1C2=O (stereo not given)
    -0.12 | -0.36 | 42
- Cc1ccc(NS(=O)(=O)c2ccc(NC(=O)CSc3ccc(Cl)cc3)cc2)c(C)c1
    -0.94 | 0.55 | -81
- Nc1nc(-c2ccccc2Br)cs1
    -0.25 | -0.29 | -19
- CCN1CCN(C(=O)Cn2c(=O)sc3ccccc32)CC1
    0.87 | 0.41 | nt
- O=C(NC1CCCC1)C1C2C=CC3(CN(Cc4cccs4)C(=O)C13)O2 (stereo not given)
    -0.21 | -0.12 | 25
- O=C1CC(c2ccccc2Cl)C2=C(COC2=O)N1 (stereo not given)
    1.9 | 2.5 | 24
- COc1cc(C)c(Br)cc1S(=O)(=O)NCCN1CCOCC1
    nt | nt | 21
- Cn1ccnc1SCC(=O)Nc1cccc2ccccc12
    -0.55 | -0.74 | -8
- CN(c1nc(-c2ccc(Br)cc2)cs1)C1CCS(=O)(=O)C1 (stereo not given)
    nt | nt | -73
- COc1ccc(C2C3C(=O)N(N(C)c4ncc(C(F)(F)F)cc4Cl)C(=O)C3ON2C)cc1 (stereo not given)
    nt | nt | -45
- CC(=O)Oc1cccc(N2C(=O)c3ccccc3C2=O)c1
    0.69 | -0.21 | 27
- CCOC(=O)NC(=O)CSc1nnc(C2CC2)n1Cc1ccco1
    nt | nt | 33
- CS(=O)(=O)Nc1ccccc1C(=O)N1CCOCC1
    0.66 | 0.52 | -19
- NC(=O)c1ccccc1NS(=O)(=O)Cc1ccccc1
    0.22 | -0.71 | -6
- O=C(COC(=O)C12CC3CC(CC(O)(C3)C1)C2)NC(=O)NCc1ccco1
    0.18 | -0.82 | 43
- Cn1cccc1CC(=O)NNC(=S)Nc1ccc(F)cc1
    0.39 | 0.24 | 24
- COc1ccc(Nc2ncc(C(=O)N3CCC(C(N)=O)CC3)c3ccccc23)cc1
    0.41 | -0.65 | 18
- O=C(N/N=C/c1cccc(O)c1)c1cc(-c2ccc3c(c2)OCO3)n[nH]1
    0.68 | 0.6 | 50
- O=C(c1ccc(COc2c(F)c(F)cc(F)c2F)o1)N1CCN(c2ccccc2)CC1
    -0.49 | 0.89 | -42
- CCOC(=O)CNC(=O)CSc1nnc(NC(=O)c2ccc(C)cc2)s1
    nt | nt | 36
- CCc1nnc(NC(=O)CSc2nc3cc(OC)ccc3cc2C)s1
    nt | nt | -29
- COC(=O)C(NC(=O)c1ccco1)(Nc1cc(C)ccn1)C(F)(F)F (stereo not given)
    0.16 | -0.73 | 55
- CCOC(=O)c1cc(-c2ccccc2)sc1NC(=O)C(C)N1C(=O)c2ccccc2C1=O (stereo not given)
    0.42 | 0.64 | -27
- Cc1cc(C)c(S(=O)(=O)NCc2cn3c(C)csc3n2)c(C)c1
    0.48 | -0.88 | nt
- O=C(CN1CCOCC1)Nc1ccc(C2CCCCC2)cc1
    -0.11 | 0.13 | nt
- c1ncn(C23CC4CC(CC(C4)C2)C3)n1
    1.2 | 0.53 | 6
- CCOC(=O)C1CCN(C(=O)c2ccc3snnc3c2)CC1
    1 | 0.83 | -290
- COc1cccc(N(C(=O)Cn2nnc(-c3ccc(C)cc3)n2)C(C(=O)NC(C)(C)C)c2c[nH]c3ccccc23)c1 (stereo not given)
    0.49 | 1.1 | -30
- CC(C)CN(C(=O)COC(=O)c1ccc2ccccc2n1)C1CCS(=O)(=O)C1 (stereo not given)
    nt | nt | -15
- c1ccc(-c2n[nH]c3c2CCC3)cc1
    1.1 | 1.2 | -7
- Cc1nnc(NC(=O)CSc2nc3[nH]ncc3c(=O)[nH]2)s1
    nt | nt | -29
- CCOC(=O)C1=C(C)N=c2s/c(=C\c3ccncc3)c(=O)n2C1c1ccc2c(c1)OCO2 (stereo not given)
    -2.1 | -1.3 | 0
- Nc1nonc1C(=O)NCCN=Cc1ccccc1O
    1.4 | 0.51 | -26
- COc1ccc(OCCOCCN2CCOCC2)cc1
    0.9 | 0.21 | 29
- c1cncc(-c2nnc3n2C2(CCCCC2)Cc2ccccc2-3)c1
    -0.05 | -0.69 | nt
- O=C(CCc1nc2ccccc2s1)Nc1cccnc1
    nt | nt | -45
- C/C(=N\NC(=O)Cc1ccc(F)cc1)c1ccc(O)cc1
    nt | nt | -14
- CCN(CC)S(=O)(=O)c1cc(NC(=O)COC(=O)CCc2nc3ccccc3s2)ccc1C
    -0.28 | -0.36 | -39
- c1csc(-c2cnc3ccccc3n2)c1
    0.23 | -0.42 | -94
- Cc1cccc(N2CCN(C(=S)c3ccc([N+](=O)[O-])cc3)CC2)c1
    -0.81 | -1.1 | 3
- Clc1ccc(OCCSc2nnnn2C2CCCCC2)cc1
    0.5 | 0.19 | 50
- Cn1c(SCC(=O)c2ccccc2)nnc1-c1cccnc1
    -0.11 | -0.88 | -5
- Cc1cc(C)c(C(=O)CSc2nnc(-c3cccnc3)n2C)c(C)c1
    0.14 | 0.31 | 26
- O=C(CN1CCN(C2CCCCC2)CC1)Nc1ccccc1-c1ccccc1
    0.83 | 0.11 | nt
- CCOC(=O)c1[nH]c2ccc(OC)cc2c1NC(=O)c1cccc(OC)c1
    -1.4 | -0.56 | -2
- CCN1CCN(c2ccc([N+](=O)[O-])c(Sc3nc4ccccc4[nH]3)c2)CC1
    0.54 | -0.42 | nt
- Cc1ccnc(SCC(=O)Nc2c(C)n(C)n(-c3ccccc3)c2=O)n1
    2.4 | 2.3 | -19
- Cc1ccc(C)c(N2CCN(c3ccc(N4C(=O)COCC4=O)cc3[N+](=O)[O-])CC2)c1
    -0.52 | -0.7 | -20
- c1ccc(-c2nc(-c3ccco3)n3ccccc23)cc1
    -1.9 | -0.83 | 0
